Assay outcomes deposited in PubChem BioAssay by several laboratories.
CSN deneddyl inh – inhibitors of human CSN-mediated cullin deneddylation | Purified CSN, SCF-Nedd8-OG deneddylation, fluorescence polarization | inhibition, % at 12.5 µM | 0.38% of 360,000 active;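 active = pattern-corrected inhibition above about 35%, with an unprinted fluorescence ratio check between 0.5 and 1.5, limit read from the data, passing the limit was not always enough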;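 note: 0% = enzyme with substrate and 100% = substrate without enzyme; some results filed as inactive read as strong as hits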
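Assay system: purified human Csn5 enzyme expressed in HEK293T cells; measure: % inhibition; also added: SCFSkp2-Nedd8OG substrate at 10 nM final; technique: fluorescence polarization; times: reaction 90 min, room temperature; medium: Tris buffer pH 7.5, NaCl, DTT, Tween-20, trehalose, ovalbumin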
FAS TE block – FAS thioesterase (human) inhibition | inhibition, % at 15 µM | 0.67% of 360,000 active | P49327 | recombinant FAS-TE, OMFH fluorogenic substrate, fluorescence endpoint;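 active = compounds whose normalised, plate-corrected inhibition of enzyme fluorescence in the single-dose primary screen is 50% or more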;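 note: 0% = DMSO with enzyme and 100% = substrate without enzyme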
TbMetRS inhib – blocks T. brucei methionyl-tRNA synthetase activity; purified T. brucei MetRS, ATP depletion, Kinase-Glo luminescence; inhibition, % at 11.9 µM; 0.4% of 360,000 active; AID 624268;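 active = inhibition above a per-plate cutoff of the control wells' mean inhibition plus 3 SD, cut at about 5.5% in these data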;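 note: 0% = DMSO wells median and 100% = median of wells with control inhibitor compound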
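Assay system: T. brucei methionyl-tRNA synthetase, purified | Medium: HEPES buffer with MgCl2, KCl, DTT, spermine, BSA, pyrophosphatase | Compound: 11.9 µM single point | Incubation: 15 min enzyme-compound preincubation, 2 h reaction, 10 min detection, 25 °C | Measured by: Kinase-Glo luciferase luminescence reporting remaining unconsumed ATP | Measure: % inhibition normalized to control-well medians | Replication: Singlicate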
MLLE-PAM2 inh – blocks PAM2 peptide binding to the PABP1 MLLE domain. inhibition, % at 20 µM. AID 588489. GST-MLLE / FITC-PAM2 fluorescence polarization. P11940. 0.36% of 360,000 active; in the data active = inhibition above about 35%, passing the limit was not always enough;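 note: plate controls were DMSO wells with GST-MLLE for no effect and wells lacking GST-MLLE protein for full effect; some results filed as inactive read as strong as hits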
MsrA inh – bovine MsrA inhibition | purified bovine MsrA, absorbance read-out | inhibition, % at 15.5 µM | 0.75% of 360,000 active | AID 651718; in the data active = inhibition above about 4.5%;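 note: 0% = vehicle wells with enzyme and 100% = reference inhibitor wells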
eLon inh – inhibitors of E. coli Lon protease. P0A9M0. purified E. coli Lon protease, fluorescence polarization. inhibition, % at 7.94 µM. 0.42% of 360,000 active. AID 602123; in the data active = inhibition above about 13%, passing the limit was not always enough;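 note: 0% = enzyme with probe and DMSO and 100% = no enzyme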
Neddyl block – cullin neddylation inhibition | P61081+Q13564 | TR-FRET cullin neddylation, biochemical | calls only at 25 µM | 0.58% of 360,000 active | AID 651699; in the data active = inhibition above about 36%
Rin1 Abl inh – inhibitors of human Rin1-Abl protein interaction; P00519+Q13671; TR-FRET Rin1/Abl binding, biochemical; inhibition, % at 7.35 µM; 0.4% of 360,000 active; AID 588664; in the data active = inhibition above about 5%, passing the limit was not always enough
Target sequence (P00519 whole entry, looked up): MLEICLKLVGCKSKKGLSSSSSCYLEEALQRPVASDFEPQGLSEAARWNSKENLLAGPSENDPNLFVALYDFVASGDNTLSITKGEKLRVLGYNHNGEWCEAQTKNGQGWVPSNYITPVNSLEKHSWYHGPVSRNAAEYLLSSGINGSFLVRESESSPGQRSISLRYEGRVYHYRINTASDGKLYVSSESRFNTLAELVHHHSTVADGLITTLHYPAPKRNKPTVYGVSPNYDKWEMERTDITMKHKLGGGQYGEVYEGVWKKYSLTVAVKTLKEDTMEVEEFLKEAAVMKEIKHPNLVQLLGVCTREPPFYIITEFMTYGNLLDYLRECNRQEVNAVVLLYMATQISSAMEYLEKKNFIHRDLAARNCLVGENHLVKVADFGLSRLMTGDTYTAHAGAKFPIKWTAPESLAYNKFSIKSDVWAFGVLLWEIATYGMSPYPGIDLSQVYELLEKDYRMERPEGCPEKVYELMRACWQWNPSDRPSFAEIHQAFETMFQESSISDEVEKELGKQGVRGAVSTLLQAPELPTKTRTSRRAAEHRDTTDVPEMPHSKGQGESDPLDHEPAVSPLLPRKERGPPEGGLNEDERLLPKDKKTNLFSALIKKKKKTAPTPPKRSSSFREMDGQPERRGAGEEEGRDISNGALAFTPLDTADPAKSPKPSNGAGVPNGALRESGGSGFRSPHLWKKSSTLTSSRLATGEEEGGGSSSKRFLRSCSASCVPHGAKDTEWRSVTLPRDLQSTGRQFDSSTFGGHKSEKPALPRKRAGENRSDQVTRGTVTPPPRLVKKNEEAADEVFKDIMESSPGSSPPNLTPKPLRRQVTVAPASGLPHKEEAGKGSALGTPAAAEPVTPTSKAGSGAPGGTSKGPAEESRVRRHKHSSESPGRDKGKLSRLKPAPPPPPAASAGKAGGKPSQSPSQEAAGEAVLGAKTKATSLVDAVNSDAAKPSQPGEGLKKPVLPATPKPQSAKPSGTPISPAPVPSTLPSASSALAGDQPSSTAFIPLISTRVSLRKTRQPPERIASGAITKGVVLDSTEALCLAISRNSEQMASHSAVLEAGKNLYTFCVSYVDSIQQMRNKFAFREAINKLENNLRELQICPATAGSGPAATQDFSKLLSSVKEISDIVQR
Target sequence (Q13671 whole entry, looked up): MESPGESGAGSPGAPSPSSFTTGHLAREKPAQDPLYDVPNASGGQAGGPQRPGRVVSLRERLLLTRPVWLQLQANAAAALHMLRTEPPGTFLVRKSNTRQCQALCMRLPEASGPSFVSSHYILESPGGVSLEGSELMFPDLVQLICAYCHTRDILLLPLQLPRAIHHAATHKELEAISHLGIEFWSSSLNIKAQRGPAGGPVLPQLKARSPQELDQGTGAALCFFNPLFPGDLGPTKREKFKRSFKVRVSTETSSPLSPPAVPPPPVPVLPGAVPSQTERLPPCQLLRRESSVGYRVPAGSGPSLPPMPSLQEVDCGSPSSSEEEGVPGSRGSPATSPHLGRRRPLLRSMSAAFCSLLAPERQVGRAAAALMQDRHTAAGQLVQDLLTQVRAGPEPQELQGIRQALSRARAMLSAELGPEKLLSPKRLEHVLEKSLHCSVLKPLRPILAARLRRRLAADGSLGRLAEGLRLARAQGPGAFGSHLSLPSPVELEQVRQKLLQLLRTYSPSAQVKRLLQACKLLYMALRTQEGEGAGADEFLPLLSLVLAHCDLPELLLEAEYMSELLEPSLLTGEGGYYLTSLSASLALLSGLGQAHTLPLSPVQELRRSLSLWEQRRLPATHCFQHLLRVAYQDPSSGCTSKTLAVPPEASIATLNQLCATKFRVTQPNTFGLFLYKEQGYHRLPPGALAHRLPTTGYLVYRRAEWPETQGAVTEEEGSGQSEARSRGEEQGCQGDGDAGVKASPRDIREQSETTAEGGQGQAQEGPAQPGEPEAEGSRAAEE
MsrA act – activates bovine MsrA enzyme. activation, % at 10.6 µM. 0.3% of 360,000 active. purified bovine MsrA, absorbance read-out; in the data active = activation above about 7.5%;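 note: 0% = vehicle and 100% = reference activator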
An asterisk follows results filed as active; i = inactive; . = no result given. Rows are unselected, and some 4% of all compounds hit somewhere here.

canonical_smiles,MLLE-PAM2 inh,Rin1 Abl inh,Neddyl block,TbMetRS inhib,FAS TE block,MsrA inh,CSN deneddyl inh,eLon inh,MsrA act
C=CCN1C=C2C(=O)C(C)(OC(=O)C3CCCC3)C(=O)C(c3ccccc3)=C2C=C1CCCC(=O)OC (stereo not drawn),14,3,i,-0.4,2,0.7,-4,1,-1
CCC(C)NC(=O)c1ccc(-n2c(=S)[nH]c3ccccc3c2=O)cc1 (stereo not drawn),-22,-4,i,-0.6,-3,0.6,-4,5,-2
CCOc1ccc(S(=O)(=O)N(CC)CC(=O)NCc2cccnc2)cc1C,-5,2,i,-0.2,-4,-0.7,3,13,-3
COc1ccccc1C/C(N)=N/OC(=O)COc1cccc(C)c1C,0,2,i,-1.6,13,-0.3,-3,5,-7
CCO[C@H]1OC(C(=O)N2CCN(C)CC2)=C[C@@H](c2csc3ccccc23)[C@@H]1CCCO,3,5,i,-0.1,-8,-0.9,-3,0,-3
CN(C)C(=O)c1ccc(NC(=O)CSc2nc3ccccc3[nH]2)cc1,6,0,i,-0.5,-7,-0.3,-1,-1,-7
Cc1ccc(-n2c(=O)cc(NCc3cccnc3)[nH]c2=O)cc1,12,1,i,0.0,-8,1.0,1,-7,-2
CC(=Nc1ccccc1)C1=C(O)C(Cc2cccc(F)c2)NC1=O (stereo not drawn),-4,-2,i,-0.2,-9,0.3,0,-2,-3
CC12CCC(C(=NO)C1=NO)C2(C)C (stereo not drawn),-9,-1,i,-0.2,-8,-0.1,0,-7,-1
COc1cccc(/C=C2\SC(N)=NC2=O)c1OS(=O)(=O)c1ccccc1,-2,3,i,-1.9,-8,-0.5,3,3,-7
COc1ccc(Cl)cc1NC(=O)CSc1nnc(-c2ccco2)o1,6,-2,i,0.0,5,0.3,5,-6,-2
Cc1cccc(N(CC(=O)N2CCCC2)S(=O)(=O)c2ccccc2)c1C,-8,-1,i,0.2,-6,1.9,1,-15,-2
FC(F)(F)c1nnc2c(Sc3ccccn3)nc3ccccc3n12,8,-5,i,-0.3,-3,1.6,-12,-192,-2
CCc1ccc(CN(C)C(=O)c2cc(COc3cccc(C(F)(F)F)c3)on2)nc1,-11,3,i,-0.3,22,-0.9,6,1,-4
O=c1[nH]c(/C=C/c2cccc3ccccc23)nc2ccccc12,-49,-8,i,-0.2,-2,0.0,4,1,-1
CC(=O)c1ccc(N2CCN(C(=O)CCC(=O)c3cccs3)CC2)cc1,-5,-4,i,-0.6,-1,1.9,-3,4,-5
O=C(COc1cccc(F)c1)Nc1nc(-c2ccncc2)cs1,-55,4,i,-0.1,4,-1.0,6,-15,1
CC(C)(C)NS(=O)(=O)c1ccc(OCC(=O)NCCC2=CCCCC2)cc1,24,1,i,-0.3,2,-0.9,-1,7,1
Cc1cccc(NC(=S)N/N=C/c2cccc(O)c2)c1C,17,-6,i,0.4,-2,2.4,-3,3,-1
O=C1c2ccccc2C(=O)N1Cc1nc2ccccc2c(=O)n1CCCN1CCOCC1,11,-1,i,-0.7,-7,-1.1,-3,-5,-3
Cc1c(Br)c([N+](=O)[O-])nn1C(C)C(=O)N1CCc2ccccc2C1 (stereo not drawn),0,0,i,-0.6,13,-0.6,2,0,-3
Cn1nnc(NC(=O)c2ccc3ccccc3c2)n1,0,-2,i,-0.8,-9,-0.1,-2,2,-1
CCOC(=O)N1CCC(N2CCCC(CO)(Cc3cccc(OC)c3)C2)CC1 (stereo not drawn),-15,0,i,-0.2,-6,-1.0,-5,-3,-1
O=C(COc1ccccc1Cl)NCCCNC(=O)c1cnccn1,14,-2,i,-0.2,-5,-1.5,-4,7,-2
Cc1cc(C)cc(NS(=O)(=O)c2ccc(Oc3ncc(C(F)(F)F)cc3Cl)cc2)c1,2,0,i,-0.2,36,1.6,1,0,2
COc1ccccc1NC(=O)NCC(=O)Nc1ccc(F)c(F)c1,11,5,i,-0.2,-2,0.3,1,-1,-2
CCc1nc2ccc(C(=O)NCc3cccs3)cn2c1N(CCC(C)C)CCN(C)C,35,-3,i,0.0,-4,-0.6,-6,2,0
COc1ccc(Nc2nc(-c3ccccc3O)nc3ccccc23)cc1,5,1,i,-0.4,33,3.2,-3,5,-2
Cc1ccc(-c2nc(SC(C)C(=O)N3CCCC3)n[nH]2)cc1 (stereo not drawn),-26,0,i,-0.3,-4,0.6,2,-8,-5
Cn1c(NN)nc2ccccc2c1=O,1,-1,i,-0.9,-9,-0.3,-3,3,-9
CCOc1ccc(-c2nc(CSc3nnc(C)s3)cs2)cc1OC,-5,4,i,-1.3,-5,3.1,-2,-8,-12
CC(NC(=O)COC(=O)CSc1ccc(F)cc1)c1ccc(F)cc1 (stereo not drawn),19,4,i,-0.1,-3,-0.1,-3,4,-3
CCNC(=O)NC(=O)C(C)SCc1ccccc1C (stereo not drawn),13,3,i,0.1,2,0.5,-3,-5,-1
Cc1occc1C(=O)N1CCN(c2ccc([N+](=O)[O-])cc2)CC1,1,1,i,0.0,1,1.6,6,1,-2
O=C1C2CCCN2C(=S)N1c1cc(Cl)ccc1Cl (stereo not drawn),-54,1,i,-0.3,1,1.6,-3,-4,-1
COCC(C)n1c(C)cc(C(=O)CSc2nnnn2C2CCCC2)c1C (stereo not drawn),-12,1,i,-0.4,-2,-0.5,-1,0,-2
O=C(c1csc2ccccc12)N1CCN(c2ccc(Cl)c(Cl)c2)CC1,10,-2,i,-0.3,25,0.1,0,-3,-3
CCCCn1c(N)c(N(CCOC)C(=O)c2cccc(N3C(=O)c4ccccc4C3=O)c2)c(=O)[nH]c1=O,-8,1,i,-0.3,-2,-0.1,2,-9,-2
CCOc1ccccc1NC(=O)Cn1c(=O)c2ccccc2n(CC)c1=O,6,-2,i,-0.4,-5,-0.6,-7,-1,-4
CN(C(=O)Nc1ccc(F)cc1)[C@H]1C[C@H]2c3[nH]c4ccccc4c3CCN2C(=O)[C@H]1CO,5,1,i,-0.1,-4,-0.3,1,-9,-2
C=CCn1cnc2c(nnn2-c2ccc(OC)c(OC)c2)c1=O,15,0,i,-0.7,-8,-0.8,2,-17,-1
CCCCCCC1CC(=CN(C)C)C(=O)O1 (stereo not drawn),-4,-1,i,-0.1,-4,0.6,2,-5,-2
COc1cc2[nH]c(C(=O)Nc3ccc(F)cc3)cc2c(OC)c1OC,-1,1,i,-1.4,4,1.5,-1,47,-7
CC(C)=CC(=O)N1CCCC(N2CCN(c3ccc(F)cc3)CC2)C1 (stereo not drawn),-1,5,i,-0.4,0,1.1,-3,-3,-4
Cc1sc(NC(=O)c2ccccc2)c(C(=O)N2CCN(C)CC2)c1C,6,-2,i,-1.3,-5,0.5,-2,-4,3
COc1ccc(COCC(O)CN2CCC(CN3C(=O)c4cccc5cccc(c45)C3=O)CC2)cc1OC (stereo not drawn),-7,-8,i,-0.3,-6,1.8,-9,7,-3
CN(C)C(=O)c1cccc(-c2cnc3c(NC=O)cc(-c4ccc(C(=O)N5CCOCC5)cc4)cn23)c1,21,-3,i,-0.2,-5,0.6,2,3,-14
Cc1ccc2c(CNCc3ccccc3)cc(=O)oc2c1,1,-1,i,0.2,-4,-0.1,1,-9,-1

Profiles as entered above. Order of screens: MLLE-PAM2 inh	Rin1 Abl inh	Neddyl block	TbMetRS inhib	FAS TE block	MsrA inh	CSN deneddyl inh	eLon inh	MsrA act
Record of CC(=Nc1ccccc1)C1=C(O)C(Cc2cccc(F)c2)NC1=O (stereo not drawn) → -4	-2	i	-0.2	-9	0.3	0	-2	-3
Record of COc1ccccc1C/C(N)=N/OC(=O)COc1cccc(C)c1C → 0	2	i	-1.6	13	-0.3	-3	5	-7
Record of CCOC(=O)N1CCC(N2CCCC(CO)(Cc3cccc(OC)c3)C2)CC1 (stereo not drawn) → -15	0	i	-0.2	-6	-1.0	-5	-3	-1

Later entries:
canonical_smiles,MLLE-PAM2 inh,Rin1 Abl inh,Neddyl block,TbMetRS inhib,FAS TE block,MsrA inh,CSN deneddyl inh,eLon inh,MsrA act
Cc1ccc(C(=O)COC(=O)c2cc(Cl)ccc2O)cc1[N+](=O)[O-],-3,1,i,-0.5,17,0.7,-4,6,-1
COc1cc2c(cc1OC)C1C/C(=N\O)C(CC(C)C)CN1CC2 (stereo not drawn),24,-1,i,0.2,-8,-1.1,3,3,0
CC1CC(C)CN(S(=O)(=O)c2ccc3c(c2)n(C)c(=O)c(=O)n3C)C1 (stereo not drawn),2,3,i,-0.3,-8,0.6,-2,4,-3
CC(CCC(=O)O)C1CCC2C3CC(O)C4CC(O)CC[C@]4(C)C3CCC12C (stereo partly drawn),4,-2,i,-2.0,-6,0.0,-3,-4,-8
CCn1c(CC(=O)Nc2ccc(Cl)c(Cl)c2)nnc1SCc1ccc(Cl)cc1,-19,0,i,-0.3,-7,0.7,-2,-7,-3
CN(C)C(=S)NC1CCS(=O)(=O)C1 (stereo not drawn),-91,1,i,0.2,-6,-0.2,-6,4,-1
CN(C)CCP(=O)(c1ccccc1)c1ccccc1,10,-1,i,-0.5,-5,0.3,-1,-4,-2
COc1ccccc1N1CCN(S(=O)(=O)CCNC(=O)CCCc2ccccc2)CC1,5,3,i,-0.5,0,0.6,-3,-2,-8
CSCCC(NC(=O)/C(=C/c1ccc2c(c1)OCO2)NC(=O)c1cccc([N+](=O)[O-])c1)C(=O)O (stereo not drawn),0,-1,i,-0.2,10,2.7,0,0,-5
CC(C)(C)N1CC2(c3ccccc3)CN(C(C)(C)C)CC(c3ccccc3)(C1)C2=O,-1,5,i,-0.4,-1,-1.1,2,1,3
CC(=O)Nc1ccc(S(=O)(=O)Nc2cc(C)ccn2)cc1,8,0,i,-0.8,-4,.,4,-2,-1
O=C(COC(=O)c1ccccc1Cl)Nc1cccnc1Cl,-3,4,i,-0.1,-1,-0.7,-3,-16,-2
COc1ccc(S(=O)(=O)N2CCC(C(=O)Nc3ccc(S(=O)(=O)N4CCCC4)cc3)CC2)cc1OC,2,3,i,-0.3,4,0.1,-4,1,-3
COc1ccc(Br)cc1/C=C/C(=O)OCC(=O)NCCc1ccc(S(N)(=O)=O)cc1,-15,6,i,-0.4,1,1.5,-1,-4,-4
Cc1ccc(C(=O)NC(=S)NNC(=O)c2ccccc2)cc1,1,-1,i,-1.5,-5,1.6,0,4,-3
COc1cc(S(=O)(=O)NC2CCCCC2)c(C)cc1C,1,-2,i,0.2,1,-0.1,-23,2,-4
O=C1NC2(CCCCCC2)C(=O)N1Cc1ccc(Br)cc1,-11,-2,i,-0.5,9,0.6,3,-12,-2
COc1ccc(CCn2c(N3CCN(Cc4ccccc4)CC3)nc3c2c(=O)[nH]c(=O)n3C)cc1,0,-3,i,0.0,1,0.6,4,-2,2
C#Cc1ccc([C@@H]2C=C(C(=O)NC3CC3)O[C@H](OCCCCO)C2)cc1,-1,4,i,-0.1,0,0.3,-4,-3,0
COc1ccc(N2CCN(C(=O)Cc3cccs3)CC2)cc1,-7,1,i,-0.3,-8,-0.1,-2,-17,-3
C=CCOC(=O)C1=C[C@@H](c2csc3ccccc23)C[C@@H](OCCCCO)O1,-1,0,i,-0.3,3,-0.2,1,-5,-1
Cn1c(N)c(C(=O)COC(=O)c2ccnc3ccccc23)c(=O)n(C)c1=O,-1,-1,i,-0.4,-6,-0.3,-1,-1,-9
